Screens: PubChem, National Center for Advancing Translational Sciences (NCATS)
GCN5L2 inh: qHTS Assay for Inhibitors of GCN5L2. Histone acetyltransferase KAT2A (Homo sapiens), Q92830. GCN5L2 HAT assay, ThioGlo1 CoA-SH fluorescence. Potency, µM (series often up to 58.9 µM), for the others: at the highest dose activity change, negative = inhibition, most hits filed as inhibitors. 390,000 compounds, 0.21% hits. AID 504327, 2011
Target sequence (Q92830 whole entry, looked up): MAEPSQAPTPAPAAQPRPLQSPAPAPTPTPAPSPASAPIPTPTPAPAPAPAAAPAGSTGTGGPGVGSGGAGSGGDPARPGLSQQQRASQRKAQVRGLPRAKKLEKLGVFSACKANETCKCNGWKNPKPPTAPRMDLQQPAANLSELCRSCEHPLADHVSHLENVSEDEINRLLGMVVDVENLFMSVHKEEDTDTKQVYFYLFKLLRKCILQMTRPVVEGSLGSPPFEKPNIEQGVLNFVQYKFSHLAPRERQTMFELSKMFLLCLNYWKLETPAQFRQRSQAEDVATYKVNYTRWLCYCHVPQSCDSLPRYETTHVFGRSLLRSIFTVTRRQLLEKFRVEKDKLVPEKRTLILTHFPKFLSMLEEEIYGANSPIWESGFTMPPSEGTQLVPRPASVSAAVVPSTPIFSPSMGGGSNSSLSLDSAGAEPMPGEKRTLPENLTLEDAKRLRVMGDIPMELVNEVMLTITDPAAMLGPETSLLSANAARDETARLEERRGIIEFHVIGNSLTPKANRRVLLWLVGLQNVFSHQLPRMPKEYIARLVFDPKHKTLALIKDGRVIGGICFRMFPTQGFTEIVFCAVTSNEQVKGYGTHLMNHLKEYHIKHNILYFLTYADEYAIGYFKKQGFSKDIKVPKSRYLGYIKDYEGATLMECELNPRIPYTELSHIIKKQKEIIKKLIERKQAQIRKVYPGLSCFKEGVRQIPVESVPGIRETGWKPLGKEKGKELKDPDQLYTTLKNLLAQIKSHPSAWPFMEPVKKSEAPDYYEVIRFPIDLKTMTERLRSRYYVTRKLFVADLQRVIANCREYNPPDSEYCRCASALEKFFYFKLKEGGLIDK
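Compounds, pin-transferred from DMSO stocks, meet 20nM GCN5L2 for 15 min before the reaction begins with H3(1-25) peptide (75uM) and acetyl-CoA (70uM). Thiol-reactive ThioGlo1 reports CoA release over 20 min at room temperature.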
TDP1 cell noCPT: qHTS for Inhibitors of human tyrosyl-DNA phosphodiesterase 1 (TDP1): qHTS in cells in absence of CPT; DT40 Tdp1-/- hTDP1 cells, no CPT, ATP luminescence, 48 h; Potency, µM (top dose mostly 46.2 µM), without a hit: at the top dose activity change, negative = growth inhibition, usual class: inhibitors; 420,000 compounds, 15% hits; AID 686978, 2013; note: nearly all actives have a fitted effect of over 55% in size
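Readout: luminescence from CellTiter-Glo after 30 min in the dark at RT. Cells: DT40 Tdp1-/- with stable hTDP1, 400/well. Exposure: compounds alone, ≥48 hr, 37 °C.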
TDP1 cell CPT: qHTS for Inhibitors of human tyrosyl-DNA phosphodiesterase 1 (TDP1): qHTS in cells in presence of CPT. chicken DT40 Tdp1-/-;hTDP1 cells + 20 nM CPT, ATP luminescence, 48 h. Potency, µM (top dose mostly 46.2 µM), for inactives: at the top dose activity change, negative = growth inhibition, actives largely listed as inhibitors. 420,000 compounds, 12% hits. AID 686979, 2013; note: nearly all actives have a fitted effect of over 55% in size
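Chicken DT40 Tdp1-/- cells complemented with human TDP1, 400 cells/well, exposed to compounds plus 20 nM camptothecin for at least 48 h at 37 C; viability read as ATP content by CellTiter-Glo luminescence.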
Active calls of the source: *; ? = inconclusive; / = no result given; & = joins results of further samples; [ ] = remark or other dose. Calls come from the whole dose curve; as a rule, active = well fitted curve in the direction sought with a large enough effect; inconclusive = small, poorly fitted or top-dose-only effect, or another doubt; inactive = no such curve, though single readings can be large; an effect the other way counts as inactive or inconclusive. % is set by controls: 0 for no effect and ±100 for the full control effect; potency is the fitted concentration of half-maximal effect. These rows are one share of the data. The share of hits here may be higher or lower than overall.

No. | mol | GCN5L2 inh | TDP1 cell noCPT | TDP1 cell CPT
1 | Cc1c(C=O)c2ccccc2n1Cc1ccccc1F | 1% | -17% | 7%
2 | COc1cc([N+](=O)[O-])cc([N+](=O)[O-])c1N | / | -20% | -5%
3 | COC1C(O)C(C)O[C@H](OC2CC[C@@]3(C=O)C4CC[C@]5(C)C(C6=CC(=O)OC6)CC[C@@]5(O)C4CC[C@@H]3C2)C1O (stereo partly drawn) | 12% | 0.37µM* | 0.65µM*
4 | CC(C)c1ccc2c(c1)C(N1CCNCC1)Cc1ccc(F)cc1S2 (stereo not drawn) | / | 26µM* | ?
5 | CC(C)(C)C(=O)O[C@H]1CC[C@@]2(C)C(=CC(=O)C3C2CC[C@]2(C)C(=O)[C@@H](F)CC32)C1 (stereo partly drawn) | 1% | ? | ?
6 | O=C(Cc1ccc(Cl)cc1)NCCN1CCN(C(=O)Cc2ccc(Cl)cc2)CC1 | ? | -20% | -26%
7 | C(=NC12CN3CN(CN(C3)C1)C2)c1cccnc1 | 16% | -9% | -3%
8 | Cc1oc(-c2cccc(Cl)c2)nc1CN1CCC(C(=O)NCCCN2CCN(c3ccc(F)cc3)CC2)CC1 | 1% | 2.9µM* | 4.6µM*
9 | Oc1cc(Cl)ccc1Oc1ccc(Cl)cc1Cl | -19% | 23µM* | 7.7µM*
10 | CC[C@@H]1CN2CC[C@@H]1C[C@H]2[C@H](O)c1ccnc2ccc(OC)cc12 | -9% | ? | ?
11 | O=S(=O)(Nc1ccc2[nH]ncc2c1)c1ccccc1Cl | -13% | ? | -16%
12 | Cc1ccc(N2C(=O)CC(=O)NC2=O)cc1Cl | -18% | -11% | -17%
13 | FC(F)(F)c1cccc(NC2=NCCS2)c1 | / | ? | -20%
14 | CCc1c(C(=O)OC)ncc2[nH]c3cc(OC)c(OC)cc3c12 | / | 6.5µM* | 8.2µM*
15 | COc1ccc(C(=O)Cn2c(NCCCl)nc3ccccc32)cc1 | -2% | -26% | 21µM*
16 | O=CNc1ccc(OP(=O)(Oc2ccccc2)Oc2ccccc2)cc1 | -6% | -26% | -24%
17 | CCOC(=O)c1cccc(C2=C(CNC(=O)c3ccncc3)[C@H]3CC[C@@H](C2)N3Cc2ccccc2)c1 | / | ? | -27%
18 | CCN1C(=O)C(=Cc2ccc(N3CCOCC3)o2)C(=O)N(CC)C1=S | -2% | -15% | 2%
19 | COc1ccc(N=Cc2c(O)n(-c3ccc(C)cc3)c(=O)[nH]c2=O)cc1 | -18% | -4% | -26%
20 | CCOC(=O)c1cc(CC)sc1/N=C/c1c(O)[nH]c(=S)[nH]c1=O | -5% | -29% | -13%
21 | CNC(=O)CSP(=S)(OC)OC | 5% | -12%&-1% | ?
22 | CCN(CC)CCCOC(=O)C(OC(C)C)(c1ccccc1)c1ccccc1 | 0% | 18µM* | 23µM*
23 | O=C(COc1ccccc1)N1CCN(C/C=C/c2ccccc2)CC1 | 1% | 21µM* | 16µM*
24 | CCCOc1ccc(C(C)=O)cc1Cc1c(O)[nH]c(=S)[nH]c1=O | ? | 2% | ?
25 | O=C(CCC(=O)N1C[C@H]2C[C@@H](C1)c1cccc(=O)n1C2)NCc1cccc(C(F)(F)F)c1 | 26% | -17% | -17%
26 | CCC(=NCCC1=CCCCC1)c1c(O)[nH]c(=O)[nH]c1=O | -1% | ? | -26%
27 | O=C(O)C1CN2CCC1CC2 (stereo not drawn) | 1% | 12% | -26%
28 | COc1cccc(C(=O)C2CCCN(Cc3cnn(C(C)C)c3)C2)c1 (stereo not drawn) | -7% | -21% | 6%
29 | Cc1cc(C(=O)CS(=O)(=O)c2ccc(F)cc2)cc(C)c1OC(=O)N(C)C | -6% | ? | ?
30 | COc1ccc(C(=O)O/N=C(/C(N)=O)P(=O)(OC(C)C)OC(C)C)cc1 | ? | ? | ?
31 | O=C(CCN1CCCCC1)Nc1ccc(Br)cc1C(=O)c1ccccc1 | -15% | ? | -17%
32 | O=C(COc1ccc(Br)cc1)Nc1ccc(Cl)cc1C(=O)c1ccccc1 | -6% | -15% | -3%
33 | O=c1[nH]c(=O)n(CCc2ccccc2)c(O)c1C=NCCCn1ccnc1 | -8% | ? | 1%
34 | Clc1ccc(CO/N=C(\Cn2ccnc2)c2ccc(Cl)cc2Cl)c(Cl)c1 | -29% | ? | ?
35 | COc1ccc(N2C(=O)/C(=C/c3ccc(OC)c(OC)c3)C(=O)NC2=S)cc1 | -16% | 4% | -4%
36 | O=C(O)CNC(=O)C(CS)Cc1ccccc1 (stereo not drawn) | -1%&-3% | -7% | 10%
37 | COC(=O)[C@]12OC[C@]34C([C@@H](O)[C@@H]1O)[C@]1(C)CC(=O)C(O)=C(C)[C@@H]1C[C@H]3OC(=O)[C@H](O)[C@@H]24 (stereo partly drawn) | 4% | 1.5µM* | 2.9µM*
38 | O=C(Nc1ncc(Cc2ccccc2)s1)C1=NCCN1 | -17% | ? | -28%
39 | COc1ccc(OCC(=O)N2CCN(Cc3nc4cc([N+](=O)[O-])ccc4n3C)CC2)cc1 | 0% | ? | 15µM*
40 | COc1ccc(CN2Cc3cc(-c4ccc(OC)cc4)ccc3-n3nncc3C2)cc1 | / | 18µM* | 21µM*
41 | O=S(=O)(c1ccc(Cl)cc1)N1CN2CCN(C2)C1 | -7% | ? | 23µM*
42 | COc1ccccc1Sc1ccccc1CC(C)N (stereo not drawn) | 0% | 18µM* | 15µM*
43 | CC(=NCc1ccco1)c1c(O)n(C)c(=O)n(C)c1=O | -8% | -13% | -22%
44 | CC(=NCCc1ccccc1)c1c(O)[nH]c(=O)[nH]c1=O | 3% | 0% | 18%
45 | CN(C)C(=O)Nc1cccc(OC(=O)N(C)C)c1 | -3% | -17% | -3%
46 | COc1ccc(-c2nc3ccccc3c(=O)n2-c2ccc(OC)cc2)cc1 | -4% | ? | ?
47 | CC1CN=C(NCc2ccncc2)S1 (stereo not drawn) | 3% | -11% | -1%
48 | O=C(Nc1ccc(Cl)cc1C(=O)c1ccccc1)c1ccccc1 | -3% | -22% | ?
49 | COc1ccccc1OCC#CCN1CCOCC1 | -5% | ? | 3%
50 | CCC(N)C(O)c1ccc(O)c(O)c1 (stereo not drawn) | -4% | -22% | ?

Next part.
No. | mol | GCN5L2 inh | TDP1 cell noCPT | TDP1 cell CPT
51 | ClC1=C(Cl)[C@]2(Cl)[C@@H]3[C@@H]4C[C@@H]([C@H]5O[C@@H]45)[C@@H]3[C@@]1(Cl)C2(Cl)Cl | / | -18%[92.5 µM] | 4%[92.5 µM]
52 | [2H]C([2H])([2H])[C@H](N)Cc1ccccc1 | / | 4% | 3%
53 | Cc1ccc(NC(=O)NCc2ccc3c(c2)CCN3C(=O)c2ccccc2)c(Cl)c1 | -9% | 23µM* | ?
54 | O=c1oc2ccccc2c(O)c1C(CC(O)c1ccc(-c2ccc(Br)cc2)cc1)c1ccccc1 (stereo not drawn) | / | ? | ?
55 | O=C(c1ccc(F)cc1Cl)N1CCC2(CC1)OCCO2 | -1% | -5% | -18%
56 | COc1cccc(N(C(C)=O)C2=NCCCS2)c1 | 1% | 5% | -2%
57 | Cn1c(=O)[nH]c2nncnc2c1=O | / | 6% | -10%
58 | CN(Cc1ccccc1)C(=O)c1ccc(NC(=O)C2CCN(C(=O)OC(C)(C)C)CC2)cc1 | 2% | 15µM* | 23µM*
59 | O=C(CCS(=O)(=O)c1ccccc1)Nc1nnc(-c2ccco2)o1 | -18% | ? | ?
60 | COc1ccc(C(c2nnnn2-c2ccc3c(c2)OCCO3)N2CCC3(CC2)C(=O)NCN3c2ccccc2)cc1 (stereo not drawn) | / | 26µM* | ?

Looked up above.
TDP1 cell CPT, `CN(Cc1ccccc1)C(=O)c1ccc(NC(=O)C2CCN(C(=O)OC(C)(C)C)CC2)cc1` : 23µM*
TDP1 cell CPT, `COc1cccc(N(C(C)=O)C2=NCCCS2)c1` : -2%
TDP1 cell noCPT, `COc1ccc(C(c2nnnn2-c2ccc3c(c2)OCCO3)N2CCC3(CC2)C(=O)NCN3c2ccccc2)cc1` (stereo not drawn) : 26µM*

Complete entries, looked up by structure. Order of values: GCN5L2 inh, TDP1 cell noCPT, TDP1 cell CPT
Listed for CC(C)(C)C(=O)O[C@H]1CC[C@@]2(C)C(=CC(=O)C3C2CC[C@]2(C)C(=O)[C@@H](F)CC32)C1 (stereo partly drawn) : 1%, ?, ?
Listed for CCc1c(C(=O)OC)ncc2[nH]c3cc(OC)c(OC)cc3c12 : /, 6.5µM*, 8.2µM*
Listed for Clc1ccc(CO/N=C(\Cn2ccnc2)c2ccc(Cl)cc2Cl)c(Cl)c1 : -29%, ?, ?

Later entries
No. | mol | GCN5L2 inh | TDP1 cell noCPT | TDP1 cell CPT
61 | O=C1NCN(c2ccccc2)C12CCN(C(c1cc3ccccc3o1)c1nnnn1Cc1ccccc1)CC2 (stereo not drawn) | / | ? | ?
62 | C[C@]12CC[C@H]3[C@@H](CCC4=C(Cl)C(=O)CC[C@@]43C)[C@@H]1CC[C@@H]2O | / | ? | -8%
63 | CCOC(=O)c1c(C)c(P(=S)(N2CCOCC2)N2CCOCC2)n(C)c1C | -6% | -2% | -4%
64 | CC12C=CC(=O)C=C1CCC1C2C(=O)CC2(C)C(=O)CCC12 (stereo not drawn) | / | -3% | 9%
65 | C=CCn1c(O)c(/C=C2/C=CC=N2)c(=O)[nH]c1=O | 0% | ? | ?
66 | CSc1ccc(CN2CCC2(C)C(=O)Nc2cccc(NS(C)(=O)=O)c2)cc1 (stereo not drawn) | / | 23µM* | 18µM*
67 | CC(=O)CC(c1ccccc1[N+](=O)[O-])c1c(O)c2ccccc2oc1=O (stereo not drawn) | 2% | -23% | -6%
68 | c1ccc(C(c2ccccc2)c2ccncc2)cc1 | / | 21µM* | ?
69 | CC(=O)O[C@H]1CC[C@@]2(C)[C@H](C1)C(=O)C[C@H]1[C@@H]3CC[C@@H]4[C@@H](CN5C[C@@H](C)CC[C@H]5[C@@]4(C)O)[C@@H]3C[C@@H]12 | 2% | ? | -26%
70 | CCN1CCN(C(=O)Cc2coc3cc(C)cc(C)c23)CC1 | -24% | -11% | -5%
71 | CC(C)Oc1ccc(CNC(=O)C2CCCN(S(=O)(=O)c3ccc4c(ccn4C)c3)C2)cc1 (stereo not drawn) | 2% | 21µM* | 21µM*
72 | CCOC(C(=O)OCC(O)CN(CC)CC)(c1ccccc1)c1ccccc1 (stereo not drawn) | -1% | ? | -24%
73 | O=C(Oc1c(Br)cc(Br)c2cccnc12)N1CCCCC1 | -3% | ? | 23µM*
74 | N#Cc1ccc(CN2CC3(CCNCC3)C2)cc1 | 1% | ? | ?
75 | Cc1ccc(-n2c(O)c(C=NCc3cccnc3)c(=O)[nH]c2=O)cc1C | 2% | -9% | -13%
76 | O=C1CCCC2[C@@H]3CCCN4CCC[C@@H](CN12)C34 (stereo partly drawn) | 14%[0.501 µM] | 3% | -3%
77 | S=P(N1CCOCC1)(N1CC1)N1CC1 | / | 6.5µM* | 5.2µM*
78 | COC(=O)C1=C(c2c(C)noc2C)C[C@@H]2CC[C@H]1N2C(=O)NCc1ccc(C(F)(F)F)cc1 | 1% | ? | ?
79 | Cn1c(=O)cc(SCC(=O)N2CCC3(CC2)OCCO3)c2ccccc21 | -2% | ? | -23%
80 | COc1ccc(CCn2c(NN=C3CCCC3)nc3c2c(=O)[nH]c(=O)n3C)cc1 | -5% | ? | ?
81 | CN(C)CCOC(=O)c1cn(Cc2ccccc2)c2ccccc12 | -8% | ? | ?
82 | COc1ccccc1-c1nn2c(=O)cc(CN3CCN(C(=O)COc4ccccc4Cl)CC3)nc2s1 | 0% | 21µM* | ?
83 | c1ccc(N2CCC3(CCNCC3)CC2)nc1 | -9% | ? | 18µM*
84 | O=P(c1ccccc1)(c1nc2ccccc2s1)N1CCOCC1 (stereo not drawn) | 2% | -6% | -1%
85 | C[C@H]1CN([C@@H](C)CO)C(=O)Cc2cc(NC(=O)Cc3ccccc3)ccc2O[C@H]1CN(C)S(=O)(=O)c1cccs1 | -1% | ? | ?
86 | c1ccc2c(CNC3CCCCC3)c[nH]c2c1 | -7% | 6.3µM* | 2.5µM*
87 | O=C1NCN(c2ccccc2)C12CCN(C(c1nnnn1C1CCCCC1)C1CC1)CC2 (stereo not drawn) | / | ? | ?
88 | Cc1cccc(C(=O)Nc2ccc(Cl)cc2C(=O)c2ccccc2)c1 | ? | -16% | -7%
89 | COc1ccc(C(=O)Cn2c(NCCO)nc3ccccc32)cc1 | -1% | ? | 16µM*
90 | COc1ccc(C(=O)C2CCCN(Cc3ccc(C)s3)C2)cc1OC (stereo not drawn) | -16% | 15µM* | ?
91 | O=C1NC(=O)N(CCC2=CCCCC2)C(=O)/C1=C/c1cccs1 | -10% | -29% | ?
92 | COc1ccc(C(=O)O)cc1OC | -1% | -1%&-12% | 16%&-8%
